COUP-TFII inh = blocks human COUP-TFII nuclear receptor. HEK293T NGFI-A luciferase reporter, luminescence. hit rate 0.7% among 370,000. P24468. inhibition, % at 8.6 µM;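 active = inhibition above a per-plate cutoff, mean inhibition of test wells between control levels plus 3 SD, cut at about 38% in these data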;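 also: cells cotransfected with COUP-TFII expression vector driving the NGFI-A reporter; 0% = median of COUP-TF2 test wells and 100% = reporter-only cells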
MC4R barr agon = activates human MC4R beta-arrestin recruitment | P32245 | U2OS MC4R beta-arrestin complementation, luminescence; percent of melanotan II response, DMSO zero | activation, % at 8.9 µM | hit rate 0.98% among 360,000 | AID 540308;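 active = activation above a per-plate cutoff, the mean activation of sample wells on that plate plus 3 SD, cut at about 8% in these data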
MC4R antag cAMP = human MC4R antagonism in cAMP assay. MC4R-expressing cells, MTII-stimulated cAMP, LANCE TR-FRET. hit rate 0.48% among 360,000. inhibition, % at 6.5 µM. AID 540295;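 active = inhibition above its plate's cutoff, the mean of tested wells on that plate plus 3 SD, cut at about 29% in these data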;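 also: 0% = Melanotan II alone and 100% = Melanotan II plus saturating MCL0020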
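Assay system: U2OS-MC4R stable cell line; Also added: Melanotan II; Technique: Eu-cAMP/anti-cAMP TR-FRET, emission 671 nm; Times: 30-min compound, 1-h challenge, 1-h detection, room temperature.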
SRC2 inh = inhibits human steroid receptor coactivator 2; Q15596; HEK293 GAL4-SRC2 luciferase reporter, luminescence; inhibition, % at 9 µM; hit rate 0.17% among 370,000;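 active = inhibition above the mean inhibition of all tested compounds plus 3 SD, set per campaign, cut at about 52% in these data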;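 also: 0% = DMSO treated cells and 100% = cells given Gossypol at 36 µM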
ABHD5 PLIN5 PPI = ABHD5-PLIN5 protein interaction inhibition; Q00G26+Q8WTS1; Split G. princeps luciferase complementation, luminescence, 4 h; inhibition, % at 4 µM; hit rate 0.78% among 360,000; AID 602281;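 active = inhibition above the mean inhibition across every tested compound plus 3 SD, cut at about 22% in these data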;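 also: 0% = DMSO only wells and the 100% control is not disclosed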
TLR9-MyD88 inh = inhibitors of human TLR9-MyD88 binding | hit rate 0.21% among 340,000 | AID 504734 | Q9NR96+Q99836 | CHO BLA complementation TLR9-MyD88, CCF4 FRET ratio | inhibition, % at 4.98 µM;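 active = inhibition above the mean over all tested compounds plus 3 SD, cut at about 21% in these data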;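 also: 0% = DMSO only wells and 100% = clavulanate BLA inhibitor control wells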
NCOA1 inh = inhibitors of human steroid receptor coactivator 1 (SRC1). Q15788. HEK293 GAL4-SRC1 luciferase reporter, luminescence. inhibition, % at 3.6 µM. hit rate 0.12% among 360,000;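 active = inhibition above the campaign mean plus 3 SD, with each screening campaign given its own cutoff, cut at about 60% in these data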;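 also: 0% = DMSO treated cells and 100% = gossypol at 36 µM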
NOD2 RIPK2 PPI = blocks binding of human NOD2 to RIPK2; inhibition, % at 4.98 µM; AID 624267; O43353; CHO BLA complementation NOD2-RIPK2, CCF4 ratio; hit rate 0.38% among 360,000; in the data active = inhibition above about 21%;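 also: 0% = vehicle only and 100% = reference blocker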
EBV LMP1 NFkB = Epstein-Barr LMP1 NF-kappaB reporter inhibition | LMP1-induced NF-kappaB luciferase reporter cells, luminescence | hit rate 0.69% among 350,000 | inhibition, % at 12.5 µM; in the data active = inhibition above about 41%;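 also: 0% = neutral control wells and 100% = reference inhibitor control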
LRH-1 inv ag = inverse agonists of human LRH-1 (NR5A2); HEK293T StAR-luciferase reporter, LRH-1 transfected, 24 h; O00482; inhibition, % at 3.6 µM; hit rate 0.13% among 360,000; AID 602396;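 active = inhibition above the mean inhibition of all tested compounds plus 3 SD, cut at about 73% in these data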;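 also: 0% = DMSO wells and 100% = reporter-only cells lacking LRH-1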
SRC3 inh = inhibits human SRC3 coactivator | Q9Y6Q9 | HEK293 GAL4-SRC3 luciferase reporter, luminescence | inhibition, % at 3.6 µM | hit rate 0.17% among 360,000 | AID 588352;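 active = inhibition above a per-campaign cutoff, the mean of all compounds plus 3 SD, cut at about 60% in these data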;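 also: 0% = DMSO-treated cells and 100% = gossypol-treated cells at 36 µM; higher means less SRC3-driven luciferase light from the GAL4 reporter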
Target sequence (Q9Y6Q9 whole entry, looked up, the tested form may be a part): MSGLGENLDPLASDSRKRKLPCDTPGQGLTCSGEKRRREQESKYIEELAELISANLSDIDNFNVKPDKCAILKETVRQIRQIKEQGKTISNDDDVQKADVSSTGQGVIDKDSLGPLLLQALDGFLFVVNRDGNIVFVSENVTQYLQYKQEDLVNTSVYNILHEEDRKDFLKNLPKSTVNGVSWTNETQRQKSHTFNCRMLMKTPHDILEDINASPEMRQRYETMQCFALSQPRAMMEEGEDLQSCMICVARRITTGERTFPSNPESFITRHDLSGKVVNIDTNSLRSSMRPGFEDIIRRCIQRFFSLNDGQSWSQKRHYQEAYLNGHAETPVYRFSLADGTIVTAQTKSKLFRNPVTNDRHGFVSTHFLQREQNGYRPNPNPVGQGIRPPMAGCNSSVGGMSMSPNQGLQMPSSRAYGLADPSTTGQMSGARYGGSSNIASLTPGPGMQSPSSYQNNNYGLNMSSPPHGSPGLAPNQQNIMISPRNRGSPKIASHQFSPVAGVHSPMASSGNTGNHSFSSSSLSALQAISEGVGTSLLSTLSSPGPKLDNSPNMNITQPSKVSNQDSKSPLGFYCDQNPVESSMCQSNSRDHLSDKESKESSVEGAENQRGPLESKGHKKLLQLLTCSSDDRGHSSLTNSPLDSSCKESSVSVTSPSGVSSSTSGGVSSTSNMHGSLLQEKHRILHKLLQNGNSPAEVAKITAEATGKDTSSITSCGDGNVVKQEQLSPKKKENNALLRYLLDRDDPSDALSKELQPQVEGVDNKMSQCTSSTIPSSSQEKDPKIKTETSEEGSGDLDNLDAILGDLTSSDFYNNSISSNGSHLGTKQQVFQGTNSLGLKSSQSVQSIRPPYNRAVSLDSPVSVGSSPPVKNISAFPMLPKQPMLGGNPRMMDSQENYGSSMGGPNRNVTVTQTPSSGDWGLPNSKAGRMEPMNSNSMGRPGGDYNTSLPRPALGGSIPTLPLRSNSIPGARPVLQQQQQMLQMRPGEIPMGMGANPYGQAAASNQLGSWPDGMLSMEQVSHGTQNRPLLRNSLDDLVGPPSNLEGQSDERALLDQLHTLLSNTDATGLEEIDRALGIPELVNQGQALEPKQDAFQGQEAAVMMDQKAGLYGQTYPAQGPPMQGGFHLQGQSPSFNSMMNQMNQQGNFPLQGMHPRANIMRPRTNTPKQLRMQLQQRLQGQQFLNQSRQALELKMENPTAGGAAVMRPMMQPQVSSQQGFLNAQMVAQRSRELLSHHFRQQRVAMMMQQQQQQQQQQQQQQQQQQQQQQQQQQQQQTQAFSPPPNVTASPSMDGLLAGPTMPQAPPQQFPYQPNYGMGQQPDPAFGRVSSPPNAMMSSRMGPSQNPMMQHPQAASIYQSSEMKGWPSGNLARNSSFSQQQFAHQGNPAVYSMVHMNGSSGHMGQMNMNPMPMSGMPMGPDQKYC
* hit, by the source's call; · = not tested or not shown; & = joins results of further samples. This is a subset. The share of hits here may be higher or lower than overall.

SMILES	COUP-TFII inh	MC4R barr agon	MC4R antag cAMP	SRC2 inh	ABHD5 PLIN5 PPI	TLR9-MyD88 inh	NCOA1 inh	NOD2 RIPK2 PPI	EBV LMP1 NFkB	LRH-1 inv ag	SRC3 inh
COc1ccc(C(=O)C2CCCN(C(=O)c3cc4nc(C)cc(C)n4n3)C2)cc1F (stereo unspecified)	-10	-1.3	4	-14	0	-3	-35	-9	-4	-4	8
Cc1cccc(NC(=O)CSCC(=O)Nc2ccc(N3CCOCC3)cc2N2CCOCC2)c1	5	-0.5	0	23	-6	0	-7	-2	-3	19	-16
Cn1nnc(NC(=S)NC(=O)c2ccccc2)n1	-15	0.1	17	-12	6	6	-14	5	-3	3	16
Cc1cc(O)ccc1Nc1cc(-c2cccc(N)c2)ncn1	-15	0.6	9	-46	-6	·	-4	-2	·	-4	-6
COc1ccc(CNC(=O)Cc2ccc(OC)c(S(=O)(=O)N3CCOCC3)c2)cc1	8	-1.3	5	-14	-2	-1	-2	1	-6	-9	-17
CC1CC(=O)C2=C(C1)Nc1ccccc1N=C2 (stereo unspecified)	14	-2.1	1	6	2	-4	2	-6	-3	3	9
CCOC(=O)C1CCCCN1C(=O)/C(=C/c1ccc(OC)cc1)c1ccc(OC)c(OC)c1 (stereo unspecified)	-9	-2.1	5	6	24*	-3	-1	-4	9	14	-9
COc1ccc(N(C)S(=O)(=O)c2cccc(C(=O)Nc3cc(OC)ccc3OC)c2)cc1	-1	-2.9	8	-1	-5	-10	-27	-4	14	4	18
COc1ccccc1NS(=O)(=O)c1ccc(C)c(NC(=O)c2c(C)noc2C)c1	-20	-0.1	3	8	-6	-4	1	-13	-8	6	1
CCc1ccc(Nc2cc(C)nc3nc(C)nn23)cc1	17	-1.4	2	-11	0	2	10	-10	7	13	-2
Nc1cc(Cl)ccc1Oc1ccccc1	-2	0.2	1	-6	-3	-8	-17	-1	-13	6	10
Cc1ccccc1NC(=O)c1ccc(-n2cncn2)nc1	4	-2.3	13	-2	-4	-1	-29	-3	-4	-11	3
C[C@H](O)[C@@H]1C(=O)N2CCc3c([nH]c4ccccc34)[C@@H]2C[C@@H]1N(C)C(=O)Nc1cc(Cl)cc(Cl)c1	22	-0.2	7	17	-7	6	-4	3	17	11	-12
CCc1cc(C(=O)NNC(=S)Nc2cc(C)ccc2C)cs1	0	-2.3	-1	-6	-6	-4	-12	3	-1	-17	11
CCOC(=O)C1=C(C)NC(SC(C)=O)=NC1c1ccc(OC(C)=O)c(OC)c1 (stereo unspecified)	-13	4.3	-6	-19	10	-10	-1	3	0	27	18
O=S(=O)(c1c(F)cccc1F)N(CCc1ccc(F)cc1)C[C@@H](O)COCc1ccccc1	-2	1.7	6	19	-5	-2	-52	-4	-2	2	4
C=CCOC(=O)c1ccc(N2CCN(c3ccccc3)CC2)nc1	-13	-0.6	3	-47	8	-6	-15	7	-12	-26	-22
Cc1onc(-c2ccccc2)c1C(=O)NCCN1CCOCC1	1	-1.9	-3	-8	-3	8	-12	1	-5	-4	10
C#CCNC(=O)C1=C[C@@H](c2ccc(C#C)cc2)C[C@@H](OCc2ccc(CO)cc2)O1	4	0.5	10	11	-6	-4	-17	5	-3	-18	-8
COc1cc2c3c(c1)c(C1=NC(=S)NC1=O)c(O)n3C(C)(C)C=C2C	3	-1.6	4	-33	-4	6	-15	-2	8	16	3
Cc1cc(C)c(-c2c(O)c3cccnc3n(C)c2=O)c(C)c1	-6	-0.9	-3	-2	4	·	18	-14	·	-8	-3
CCOC(=O)c1ccn(-c2nc(-c3ccco3)cc(C(F)(F)F)n2)n1	-17	0.5	7	7	-2	-1	3	-8	9	-7	5
Nc1nc2ncc(-c3ccsc3)c(N)n2n1	3	-0.6	2	6	1	-7	-4	-7	0	-6	-3
O=C(C1CC1)N1CCN=C1SCc1ccc(F)cc1	-5	-1.2	3	11	2	-5	2	-6	11	25	6
COc1ccc(S(=O)(=O)N2CCC(c3cc(-c4cccc5ccccc45)n[nH]3)CC2)cc1	-2	3.9	16	22	4	-2	1	3	3	13	2
NNC(=O)c1ccc(OCC2CC(c3ccc(Cl)cc3)=NO2)cc1 (stereo unspecified)	-11	12*	10	-12	-2	-6	-19	-6	-13	-2	-21
O=C(NCCCN1CCOCC1)c1ccc2c(c1)N(Cc1ccccc1)C(=O)c1ccccc1S2	0	-1.7	4	-3	0	-5	-2	5	5	-13	-1
COc1ccc(N(CC(=O)N2CCN(Cc3ccccc3)CC2)S(C)(=O)=O)cc1OC	6	-1.5	-1	-6	2	2	8	-8	2	2	-20
CC(C)(C)NC(=O)COC(=O)c1ccc(NC(=O)CC#N)cc1	20	-1.8	4	11	2	2	-14	-11	-11	8	4
C#CCNC(=O)C1CCN(c2cc(C)nc(-c3ccccc3)n2)CC1	5	0.6	2	-17	5	-2	-4	-2	5	-2	12
COc1ccc(/C=N/NC(=O)c2ccccc2F)cc1CN1CCN(c2ccc(F)cc2)CC1	1	2.4	10	-26	1	-1	-3	6	3	-12	13
CCOC(=O)C1=CCN(S(=O)(=O)c2ccccc2Br)C1c1ccccc1 (stereo unspecified)	19	·	·	-7	-3	·	-1	-3	·	-8	-18
Clc1ccc(COn2ccnc2)cc1Cl	-17	1.8	8	0	8	-12	-7	-5	-1	0	-4
COc1cccc(CN2CCNC(=O)C2CC(=O)NCc2cn3cccc(C)c3n2)c1OC (stereo unspecified)	12	-3.3	11	-4	-1	12	10	0	-6	16	10
O=C(CN1c2ccccc2Sc2ccccc21)N/N=C/c1ccccc1	-10	1.2	2	-27	1	-1	-3	0	0	-6	15
CC(=O)Nc1nnc(SCC(=O)NC2CCCC2)s1	-15	-1.5	6	-1	4	-3	-12	-2	-9	2	-1
CSCC[C@H](NC(=O)NCCc1ccc(F)cc1)C(=O)O	11	-1.5	2	-24	3	8	5	-1	-6	4	12
O=C(C1CCCO1)N1CCN(C(=S)Nc2ccccc2F)CC1 (stereo unspecified)	20	0.3	5	-5	0	-7	-20	-6	-8	-14	12
Cc1ccc(-c2nc(CSCC(=O)N3CCOCC3)c(C)o2)cc1	1	-1.6	10	9	0	-13	-7	4	2	-18	3
COc1ccc(S(=O)(=O)N(C)CC(=O)NCc2ccco2)cc1Cl	-7	-1.7	-1	10	-6	-11	-9	1	4	-4	-7
O=C(NCC(F)(F)F)c1nn(Cc2ccccc2)c(=O)c2ccccc12	6	-1.9	2	5	-47	4	8	-5	-6	7	10
CC1CC(O)C2C3(C)CCCC2(COC3=O)C12CCC1(CCOC1=O)O2 (stereo unspecified)	5	0.5	3	-14	-5	·	-26	-11	·	-5	-1
O=C(c1ccco1)N1CCN(S(=O)(=O)c2cc(Cl)ccc2Cl)CC1	8	1.0	7	-30	6	1	1	-9	12	-4	-7
O=[N+]([O-])c1ccc(N/N=C/c2ccc[nH]2)cc1	-8	-4.3	-8	14	10	7	-5	13	-35	5	-15
Cc1ccc(C(=O)NCCCc2ccccc2)c(Cl)c1	-37	-0.6	5	-55	-4	3	-83	-3	-16	-120	-114
COc1cc(OC)c2c(-c3cccc(-c4ccc(OC)c(OC)c4)c3)cc(=O)oc2c1	-5	2.0	-16	-17	13	2	7	-31	22	14	4
CCCCCC(=O)N(Cc1ccccc1)c1c(N)n(CCOC)c(=O)[nH]c1=O	7	-0.1	8	8	3	6	8	-12	-8	-1	19
CC(C)NC(=O)Nc1ccc2c(c1)C(=O)N([C@H](C)CO)C[C@H](C)[C@@H](CN(C)C(=O)NC(C)C)O2	-9	-0.1	3	7	6	0	-2	-13	-9	-7	4
CC(=O)N1CCN(C(=O)c2cc(S(=O)(=O)N(C)Cc3ccccc3)ccc2Cl)CC1	-2	-2.1	2	-11	1	3	-26	-4	-6	2	7
CN1CCC(N(CCc2ccccc2)C(=O)CCC(=O)O)CC1	-9	1.4	20	4	-5	0	4	-4	-2	11	-6
CC(=O)Nc1c(C(=O)O)oc2ccc(Cl)cc12	10	-0.7	4	14	0	1	0	1	1	-27	9
CC1CN(C2CCN(C(=O)c3ccccc3Cl)CC2)CC(C)O1 (stereo unspecified)	17	-0.3	0	17	7	2	-8	-46	6	8	2
Cc1ccc(S(=O)(=O)NCCC(=O)Nc2cc(S(=O)(=O)N(C)C)ccc2C)cc1C	-9	1.0	0	-2	3	2	11	3	7	6	0
CC(C)CCNC(=O)C1CC(=O)N(CCc2ccccc2)C1 (stereo unspecified)	-8	1.1	11	-14	-2	-7	-2	-1	6	-22	-2
O=C(c1cnc2n(c1=O)CCS2)N1CCN(C(c2ccccc2)c2ccc(Cl)cc2)CC1 (stereo unspecified)	·	7.7	27	·	-4	0	6	9	-23	-26	10
Cc1sc(NC(=O)CN2C(=O)NC3(CCCC3)C2=O)nc1-c1ccc(F)cc1	-11	-3.6	14	-4	-3	-4	1	-5	7	-19	8
COc1ccccc1CNS(=O)(=O)c1ccc(N2CCCC2)cc1Br	22	1.8	0	3	-6	-15	-18	-4	3	5	-16
O=C(Oc1cc(Cl)cc(Cl)c1)c1cnc2n(c1=O)CCS2	-5	-0.9	10	-16	0	7	-14	-7	4	12	11
CCOCc1nnc(NC(=O)c2c(OC)cccc2OC)s1	-18	-2.2	3	17	0	-20	-14	-25	-2	12	12
Cc1ccc(C(=O)Nc2cccc(C(F)(F)F)c2)cc1NC(=O)c1cnnc2ccccc12	-11&-16	-0.1&-2.2	-2&8	8&-5	-3&-2	-2&-3	6&-12	9&-3	20&39	6&0	-1&-14
(list continues)
SMILES	COUP-TFII inh	MC4R barr agon	MC4R antag cAMP	SRC2 inh	ABHD5 PLIN5 PPI	TLR9-MyD88 inh	NCOA1 inh	NOD2 RIPK2 PPI	EBV LMP1 NFkB	LRH-1 inv ag	SRC3 inh
CCN(CC(=O)Nc1ccccc1C(F)(F)F)C(=O)Cn1c(=O)cnc2ccccc21	-7	-2.2	-2	-13	-6	-2	-1	-4	4	-10	16
COC(=O)[C@H](CC(C)C)NC(=O)N1CCCCC1	-20	-2.4	15	-23	1	1	4	-12	4	16	-1
CC(NC(=O)c1ccco1)C(=O)Nc1nccs1 (stereo unspecified)	15	-3.1	14	-7	2	-1	-23	3	-2	8	-35
COc1ccc(C(=O)Nc2ccnn2C2CCN(C(=O)c3cccnc3)CC2)cc1	-1	0.3	3	-6	0	6	-22	-17	-4	-16	3

Bioassay records as filed in PubChem BioAssay.
